Screening results (PubChem)
Cdc42 wt GTP – modulators of GTP binding to wildtype Cdc42, primary screen, biochemical, multiplex bead flow cytometry, Bodipy-GTP | GST-Cdc42 beads; actives lie on both sides | 190,000 tested, 0.2% active | percent activity (GTP binding), % at 10 µM | AID 761, 2007;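 active = percent activity GTP binding at least 20 points away from the 100% baseline, either down as inhibitor or up as activator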;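 note: median bead fluorescence of bound Bodipy-FL-GTP at 100 nM; 0% = excess unlabeled GTP control and 100% = no compound control; below 100% means less GTP binding so inhibitor and above means activator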
Mcl1 Noxa PPI – Mcl-1/Noxa binding inhibitors, primary screen, biochemical, TR-FRET, 1536-well; inhibition, % at 21.7 µM; AID 1022, 2008; 220,000 tested, 1.5% active; TR-FRET Mcl-1/Noxa peptide binding, 2 h;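 active = compounds that cut the protein-peptide binding signal by more than 50% relative to plate controls in a single-dose test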;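 note: His-tagged Mcl-1 with rhodamine Noxa BH3 peptide and terbium anti-His antibody; 0% = Mcl-1 plus Noxa peptide wells and 100% = peptide-only wells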
Rac1 wt GTP bind – wildtype Rac1 GTP binding modulators, primary screen, biochemical, GST-Rac1 beads, flow cytometry, multiplex; Ras-related C3 botulinum toxin substrate 1 (Homo sapiens), P63000; fluorescent GTP binding; actives lie on both sides; 0 = cold GTP competed, 100 = untreated; GTP binding activity (% of control), % at 10 µM; 190,000 tested, 0.27% active; AID 757, 2007;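 active = GTP binding activity at least 20 points away from the 100% control level, either lower or higher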
Avidin bead fluor – green autofluorescence of compounds with avidin beads – biophysical, 488/530 nm, flow cytometry, artefact control, profiling panel; compound fluorescence 488/530 nm; stronger effect = higher value; fluorescence (KMESF) at 10 µM; AID 1775, 2009; 220,000 tested, 0.38% active; in the data active = fluorescence above about 47; note: inactives centre near 10
Mcl1-Bid inh – Mcl-1/Bid binding inhibitors, primary screen, biochemical, TR-FRET, 1536-well; 220,000 tested, 0.97% active; Induced myeloid leukemia cell differentiation protein Mcl-1 (Homo sapiens), Q07820; TR-FRET Mcl-1/Bid-Dy647 peptide binding; inhibition, % at 21.7 µM; AID 1021, 2008;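 active = compounds that cut the binding signal by more than half at the single screening dose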;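 note: His-tagged Mcl-1 with europium anti-His antibody binding Bid BH3 peptide; 0% = Mcl-1 plus peptide wells and 100% = peptide-only wells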
Rab2 wt GTP – modulators of GTP binding to Rab2A wildtype, primary screen, biochemical, dog, bead-based flow cytometry, multiplex; Ras-related protein Rab-2A (Canis lupus familiaris), P61105; GST-Rab2 wt beads, Bodipy-GTP binding; 190,000 tested, 0.19% active; GTP binding activity, % at 10 µM;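 active = GTP binding activity at least 20 points away from 100%, either lowered or raised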;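 note: 0% = beads with excess unlabeled GTP and 100% = no-compound control corrected for plate trend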
Pf gamet viab – late stage P. falciparum gametocyte viability inhibitors, primary screen, ATP luminescence, HTS. P. falciparum stage V gametocytes, 24 h. inhibition, % at 10.9 µM. 150,000 tested, 0.065% active;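 active = inhibition above the mean plus 3 SD of compounds within the control limits, set per campaign, cut at about 38% in these data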;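 note: 0% = DMSO wells and 100% = medium only without gametocytes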
Rac1 act GTP bind – GTP binding modulators of activated mutant Rac1, primary screen, biochemical, bead-based flow cytometry, multiplex, fluorescent GTP | percent activity (GTP binding), % at 10 µM | GST-Rac1 activated beads; actives lie on both sides; 100% means binding = to untreated wells | AID 764, 2007 | 190,000 tested, 0.11% active | Ras-related C3 botulinum toxin substrate 1 (Homo sapiens), P63000;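 active = GTP binding at least 20 percentage points away from the 100% baseline, in either direction, so actives lie on both sides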
GSH fluor – compound fluorescence on glutathione beads, profiling panel, artefact control, biophysical, 488/530 nm, flow cytometry; GSH beads flow cytometry, compound fluorescence 488/530 nm; stronger effect = higher value; fluorescence (KMESF) at 10 µM; 190,000 tested, 0.25% active; AID 1776, 2009; in the data active = fluorescence above about 89;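 note: glutathione beads carrying GST-tagged Bcl family fusion proteins plus one bare bead set; values are compound well signal with DMSO vehicle wells as background; inactives centre near 16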
HRas wt GTP bind – modulators of GTP binding to HRas wildtype, primary screen, biochemical, bead-based flow cytometry, multiplex; 190,000 tested, 0.14% active; GTPase HRas (Homo sapiens), P01112; GST-Ras wt beads, Bodipy-FL-GTP binding; actives lie on both sides; GTP binding activity, % at 10 µM; AID 759, 2007;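 active = GTP binding activity at least 20% away from the 100% baseline, either lowered as inhibitor or raised as activator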;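 note: 0% = unlabeled GTP competition control and 100% = no-compound control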
Rab7 wt modul – modulators of GTP binding to Rab7, primary screen, biochemical, wildtype, multiplex bead flow cytometry; Rab7 GTPase wild type (dog), Bodipy-FL-GTP binding; GST-Rab7 beads, fluorescent GTP binding; actives lie on both sides; untreated = 100%, excess cold GTP = 0%; GTP binding activity (percent of control), % at 10 µM; 190,000 tested, 0.055% active; AID 758, 2007;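 active = fluorescent GTP binding to Rab7 beads changed by at least 20 points from the 100% baseline, either direction, mostly lower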;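 note: median green fluorescence of bound Bodipy-FL-GTP per Rab7 bead population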
An asterisk follows results filed as active; . = not tested or not shown.

SMILES	Cdc42 wt GTP	Mcl1 Noxa PPI	Rac1 wt GTP bind	Avidin bead fluor	Mcl1-Bid inh	Rab2 wt GTP	Pf gamet viab	Rac1 act GTP bind	GSH fluor	HRas wt GTP bind	Rab7 wt modul
Cc1[nH]c(=O)c(C#N)c(C)c1Cc1ccc(Cl)cc1Cl	98	20	98	10	-37	97	.	95	13	98	99
CN(CC(=O)NC1CCCCC1)S(=O)(=O)c1ccc(Cl)cc1	103	-13	101	8	-13	97	-48	99	9	102	96
CCO[C@H]1OC(C(=O)N2CCN(Cc3ccccc3)CC2)=C[C@@H](C)[C@@H]1CCCO	99	-12	102	5	-4	99	13	99	18	98	97
COC(=O)c1ccc(OCC(=O)c2cccc(OC)c2)cc1	104	9	103	3	0	99	-47	101	6	103	97
COC(=O)c1c(NC(=O)COC(=O)[C@@H](NS(=O)(=O)c2ccc(C)cc2)C(C)C)sc2c1CCC2	95	6	98	15	-29	98	.	101	9	99	96
NC(=O)c1ccsc1NC(=O)c1ccc(S(=O)(=O)N2CCCc3ccccc32)cc1	96	-17	99	6	-8	97	.	95	14	97	95
Cc1nc2sccc2c(=O)n1N	94	2	97	24	2	94	8	93	7	97	103
O=C(Nc1ccc(F)cc1)c1oc2ccccc2c1NC(=O)C1CCCC1	107	-5	104	14	6	106	.	101	20	106	105
Cc1ccc(N2CCN(CC(O)COc3ccc([N+](=O)[O-])cc3)CC2)cc1 (stereo not given)	99	38	97	5	-12	95	20	95	22	97	96
O=C(NNC(=O)c1ccccc1-n1cccc1)c1ccccc1	98	-1	98	10	-80	99	-41	96	11	100	103
c1ccc2c(c1)OCC(CNc1ncnc3sccc13)O2 (stereo not given)	102	14	102	13	-24	98	11	100	12	99	96
CCSc1ncc(/C=N/Nc2ccc(F)cc2)n1C	98	30	96	15	-107	96	-5	95	6	99	95
CN(C)S(=O)(=O)c1cccc(C(=O)OCC(=O)N2c3ccccc3NC(=O)C2(C)C)c1	97	-7	92	42	-9	95	2	94	27	96	93
COc1ccc(NC2=C(Cl)C(=O)N(CCc3ccccc3)C2=O)cc1	102	-5	101	11	-35	100	17	99	20	100	96
CCCC(=O)Nc1ccc2oc(-c3ccc(OC)c(Br)c3)nc2c1	107	-3	110	54*	22	99	-10	99	24	103	100
CCOC(=O)N1CCN(C(=O)CN(c2cccc(OC)c2)S(C)(=O)=O)CC1	98	-2	99	8	18	95	23	96	27	97	96
O=C(CCSCCc1ccccn1)Nc1ccccn1	100	1	102	12	-20	100	.	99	22	98	97
COC(=O)C1=C(C)N(C)C(C)=C(C(=O)OC)C1c1ccc(F)c(Br)c1	102	37	100	15	-22	102	-14	100	24	99	100
COc1cc(C(=O)Nc2ccc(-n3cnnn3)c(C)c2)cc(OC)c1OC	107	13	107	1	-12	104	.	101	20	105	105
CCCN(CCC)C(=O)c1ccccc1C(=O)N(CCC)CCC	104	-14	105	7	-8	99	.	99	33	101	98
COC(=O)c1cc(NC(=O)c2ccccc2F)cc(C(=O)OC)c1	99	10	100	23	-18	100	18	97	12	97	105
CCOC(=O)c1ccc(NC(=O)Nc2ccc3c4c(cccc24)C(=O)N3CC)cc1	102	10	103	10	14	99	.	98	5	99	98
Cc1ccnc2ccc(-c3nc4ccccc4o3)cc12	91	.	94	7	.	95	.	92	30	94	97
Cc1occc1C(=O)N/N=C/c1ccccn1	98	12	102	12	-32	99	-8	96	12	97	103
O=C(NCc1ccco1)c1cc(C(=O)C2CC2)c[nH]1	98	9	102	16	-15	99	4	99	15	98	99
Continuation:
SMILES	Cdc42 wt GTP	Mcl1 Noxa PPI	Rac1 wt GTP bind	Avidin bead fluor	Mcl1-Bid inh	Rab2 wt GTP	Pf gamet viab	Rac1 act GTP bind	GSH fluor	HRas wt GTP bind	Rab7 wt modul
COc1ccc(C(=O)NCCNC(=O)c2cc(OCC(F)(F)F)ccc2OCC(F)(F)F)cc1	97	15	96	12	6	97	.	94	41	98	96
O=C(O)C(NS(=O)(=O)c1ccc(F)cc1)c1ccccc1 (stereo not given)	101	19	97	10	1	100	-14	96	14	101	109
CC(=O)Nc1cc(C(=O)N2CCOCC2)ccc1S(=O)(=O)c1ccc(C)cc1	101	-4	107	11	-34	103	.	99	34	103	104
Cc1ccc(S(=O)(=O)N2CCC(C(=O)NC3CCCCCC3)CC2)cc1	96	6	95	4	-3	93	-32	94	22	94	94
CC(=O)N(CCP(=O)(c1ccccc1)c1ccccc1)Cc1ccco1	101	-4	100	7	-13	98	.	98	46	99	96
COc1cc(S(=O)(=O)NC2CCCCC2)c(C)cc1C	97	1	99	11	-18	96	32	98	11	97	99
CC(=O)c1sc(-c2cccc(Cl)c2)nc1C	96	-2	97	14	-17	94	6	92	13	93	104
O=C(O)COc1ccccc1C1C2C(=O)N(c3ccc(F)cc3)C(=O)C2ON1c1ccccc1 (stereo not given)	101	18	102	31	-3	97	.	98	18	101	98
N#Cc1ccc(C(=O)Nc2cccc(NC(=O)c3ccco3)c2)c(F)c1	97	-7	100	10	-16	97	26	98	23	98	97
CNC(=S)N(Cc1ccc(OC)cc1)C1CC(=O)N(c2ccc(Cl)cc2)C1=O (stereo not given)	97	-20	98	3	0	98	6	97	25	98	98
COc1ccc2c(c1OC)C(=O)N1N=C(c3ccccc3)CC21 (stereo not given)	94	1	98	7	-2	97	.	95	35	97	96
Oc1ccccc1Oc1ncc(Br)c(N2CCOCC2)n1	105	15	107	7	-12	103	.	103	7	103	100
CCN(CC)S(=O)(=O)c1cccc(C(=O)NCc2ccccc2)c1	96	5	97	10	-14	95	.	94	54	98	99
CC(C)OC(=O)CC(=O)CSc1nc2c(cc1C#N)CCCC2	102	24	104	6	-19	101	.	102	4	101	102
O=C(CSCCO)Nc1cccc2ccccc12	97	5	100	8	-23	96	-11	100	7	96	92
CCc1nnc(NC(=O)CSc2nnc(-c3ccccc3OC)n2-c2ccccc2)s1	94	20	100	38	12	89	.	91	28	94	91
Cc1cccc(OCC(=O)NN2C(=O)C3C4C=CC(O4)C3C2=O)c1 (stereo not given)	96	13	92	7	-26	99	.	94	11	94	92
O=C1c2ccccc2C(=O)N1CCSc1nncs1	107	2	112	8	-19	106	.	103	11	105	104
Cc1nc2c(-c3ccccc3)c(C)nn2c(C)c1CC(=O)O	99	22	100	9	-4	97	13	96	21	97	96
COc1ccc(CCC(=O)NCCc2cn3c(C)csc3n2)cc1	105	6	106	8	-24	104	.	98	20	103	104
CCN(CC)c1ccc(N=Nc2ncn[nH]2)cc1	88	4	90	25	-25	90	6	90	10	94	98
O=[N+]([O-])c1cc(Cl)c2cccnc2c1O	90	-19	95	10	-72	93	3	90	16	93	101
CC1CCN(C(=S)NC2CC3CCC2C3)CC1 (stereo not given)	102	0	102	6	-35	99	2	99	11	97	98
CCOC(=O)C1CCC(CN(Cc2ccccc2)S(=O)(=O)c2ccc([N+](=O)[O-])cc2)CC1 (stereo not given)	97	12	100	22	-5	98	4	100	14	96	95
N#CC(=C1CCCC1)c1nc(-c2ccc(Cl)cc2)cs1	96	-7	94	38	-3	94	.	92	12	95	100
Later entries
SMILES	Cdc42 wt GTP	Mcl1 Noxa PPI	Rac1 wt GTP bind	Avidin bead fluor	Mcl1-Bid inh	Rab2 wt GTP	Pf gamet viab	Rac1 act GTP bind	GSH fluor	HRas wt GTP bind	Rab7 wt modul
COc1ccc2c(c1)[nH]c1c(=O)n(CCc3cnc[nH]3)cnc12	99	39	95	16	-26	95	.	96	21	97	93
COc1ccc(CCNC(=O)C2CCN(S(C)(=O)=O)CC2)cc1OC	99	-1	99	11	-26	101	-26	98	23	101	98
COc1ccc(NS(=O)(=O)c2cc(NC(=O)c3ccc(=O)[nH]c3)ccc2N2CCOCC2)cc1	92	13	92	8	-37	94	-2	94	8	94	95
O=C(CSc1nnc(C2CC2)n1-c1ccccc1)NCCc1ccccc1	106	17	104	23	-11	103	-18	100	11	103	100
CC(=O)c1ccc(OCCCN2CCCCC2)cc1	101	25	102	34	28	101	4	100	15	100	93
CC(=O)c1cc(NC(=O)c2ccc(C)cc2)c(=O)oc1C	96	19	98	11	-26	94	.	95	17	95	97
CC(=O)N/C(=C\c1ccccc1)C(=O)OCC(=O)N1CCCCCC1	99	1	102	3	1	102	-6	100	17	100	101
COC(=O)/C=C1\NC(=O)C(C)S1 (stereo not given)	95	-12	97	8	-14	97	-14	94	16	98	105
O=C(CN1C(=O)c2cccc3cccc1c23)NCC1CCCO1 (stereo not given)	101	15	103	20	1	102	10	99	12	102	101
Nc1nc(-c2ccc(C(=O)O)cc2)cs1	100	8	98	10	-8	103	-8	97	10	102	97
O=C(O)CC1CCC(=C(Cl)Cl)C1 (stereo not given)	101	20	107	9	-22	102	.	97	8	103	103
Cc1ccc(NC(=O)c2sc3nc4c(c(-c5ccco5)c3c2N)CCC4)cc1	101	17	100	13	-17	102	.	98	35	98	102
O=C(N/N=C\c1ccc(CN(Cc2ccc(Cl)cc2)S(=O)(=O)c2ccccc2)o1)C(=O)Nc1ccc(F)cc1	102	-7	104	7	-14	98	.	100	38	101	99
Cc1cc2cc(C)c(NCCNC(=O)c3ccccc3)nc2cc1C	87	18	86	9	11	88	-6	86	9	88	91
CC1(C)CC(=O)N(CC(=O)NCc2ccccc2)c2ccccc2S1(=O)=O	95	9	99	6	-16	99	.	96	18	99	98
CCOC(=O)NC(=O)CSc1nc(-c2ccc(C)c(C)c2)cn1-c1ccccc1	95	22	99	6	-39	98	.	100	13	101	99
C=CCSc1nc(Cc2ccc(Cl)cc2)nc2ccccc12	96	0	94	29	-7	94	6	95	8	95	92
COc1ccc(C=C(C(C)=O)C(C)=O)cc1OC	102	-6	106	6	4	100	1	99	29	103	104
CCOC(=O)c1c(NC(=O)C2c3ccccc3Oc3ccccc32)sc(C(N)=O)c1C	101	-12	100	35	-10	96	-11	99	16	97	96

Reprinted from the listing (2 entries):
SMILES	Cdc42 wt GTP	Mcl1 Noxa PPI	Rac1 wt GTP bind	Avidin bead fluor	Mcl1-Bid inh	Rab2 wt GTP	Pf gamet viab	Rac1 act GTP bind	GSH fluor	HRas wt GTP bind	Rab7 wt modul
COc1ccc2c(c1)[nH]c1c(=O)n(CCc3cnc[nH]3)cnc12	99	39	95	16	-26	95	.	96	21	97	93
COc1ccc(CCNC(=O)C2CCN(S(C)(=O)=O)CC2)cc1OC	99	-1	99	11	-26	101	-26	98	23	101	98
